FLuc inh = Firefly luciferase inhibition profiling of diverse chemical library using quantitative high-throughput screening. hit rate 2.5% among 76,000. Potency, µM (highest dose often 115 µM), for the others: at the top dose activity change, negative = inhibition, usual class: inhibitors. purified P. pyralis luciferase, luminescence, biochemical; further: potency means the concentration at half of the fitted maximal effect; nearly all actives have a fitted effect of over 65% in size
Target sequence (P08659 whole entry, looked up): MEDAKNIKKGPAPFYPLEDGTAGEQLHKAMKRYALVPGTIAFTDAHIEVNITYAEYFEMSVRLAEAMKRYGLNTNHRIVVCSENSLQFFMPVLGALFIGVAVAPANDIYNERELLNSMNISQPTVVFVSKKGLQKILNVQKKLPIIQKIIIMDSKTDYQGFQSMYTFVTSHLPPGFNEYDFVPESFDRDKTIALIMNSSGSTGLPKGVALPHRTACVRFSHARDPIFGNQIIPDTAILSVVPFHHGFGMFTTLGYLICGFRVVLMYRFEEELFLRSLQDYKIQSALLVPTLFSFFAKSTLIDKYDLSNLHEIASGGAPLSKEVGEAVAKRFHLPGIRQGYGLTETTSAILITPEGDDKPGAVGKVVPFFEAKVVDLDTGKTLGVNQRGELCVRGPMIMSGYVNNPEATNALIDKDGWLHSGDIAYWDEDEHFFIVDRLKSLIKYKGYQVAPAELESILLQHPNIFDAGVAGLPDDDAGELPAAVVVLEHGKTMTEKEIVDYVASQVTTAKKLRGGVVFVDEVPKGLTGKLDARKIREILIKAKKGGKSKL
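Luminescence read by CCD imager after adding enzyme (10nM final) to wells holding compound, titrated in qHTS. Substrates 10uM each D-luciferin and ATP; buffer 50mM Tris acetate pH 7.5, 10mM Mg acetate, Tween-20, BSA.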
SNCA viab count = GF-AFC viability counterscreen for inhibitors of alpha-synuclein gene (SNCA) expression; HEK-293-SNCA-luc viability, GF-AFC fluorescence, 24 h; Potency, µM (titrated, usually from 57.1 µM), inactives show top-dose activity change, negative = cytotoxicity, most hits filed as cytotoxic; hit rate 0.12% among 150,000; AID 1671193, 2021;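 further: potency means the concentration at half of the fitted maximal effect; 0% = DMSO-treated cells and -100% = medium-only wells without cells; nearly all actives have a fitted effect of over 30% in size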
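Cytotoxicity counterscreen: after 24 h compound treatment of genome-edited SNCA-luciferase HEK-293 cells, live-cell protease substrate GF-AFC read by fluorescence after 30 min; activity scaled between DMSO (0%) and medium-only (-100%), curves Hill-fitted.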
SNCA expr inhib = Primary qHTS assay for inhibitors of alpha-synuclein gene (SNCA) expression | HEK-293 SNCA-luciferase knock-in, luminescence, 24 h | hit rate 0.17% among 140,000 | Potency, µM (highest dose often 57.2 µM), for the others: at the top dose activity change, negative = inhibition, hits mostly inhibitors;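 further: potency means the concentration at half of the fitted maximal effect; plate controls were DMSO cells for no effect and cell-free wells for full effect; nearly all actives have a fitted effect of over 45% in size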
IP6K1 inhibitor = Primary qHTS assay for small molecule inhibitors of Inositol hexaphosphate kinase 1 (IP6K1). Inositol hexakisphosphate kinase 1 (Homo sapiens), Q92551. IP6K1 kinase, ADP-Glo luminescence, 2 h; active compounds read low. activity change, % (series mostly up to about 58 µM). hit rate 0.81% among 140,000; in the data active means activity change below about -25%
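ADP-Glo luminescence measures ADP made by human IP6K1 during a 2 h RT reaction with ATP/IP6 (mix at 1.3 mM/130 uM); top library doses 57.5 and 19.1 uM final.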
GPT2 inhibitor = Primary qHTS assay for inhibitors of Glutamate pyruvate transaminase 2 (GPT2); Alanine aminotransferase 2 (Homo sapiens), Q8TD30; Recombinant GPT2, coupled pyruvate oxidase/HRP Amplex Red fluorescence; Potency, µM (titrated, usually from 57.7 µM), for the others: at the top dose activity change, negative = inhibition, usual class: inhibitors; hit rate 0.25% among 100,000; AID 1671188, 2021; further: potency means the concentration at half of the fitted maximal effect; nearly all actives have a fitted effect of over 60% in size; many of its hits are not listed in these tables
Target sequence (Q8TD30 whole entry, looked up): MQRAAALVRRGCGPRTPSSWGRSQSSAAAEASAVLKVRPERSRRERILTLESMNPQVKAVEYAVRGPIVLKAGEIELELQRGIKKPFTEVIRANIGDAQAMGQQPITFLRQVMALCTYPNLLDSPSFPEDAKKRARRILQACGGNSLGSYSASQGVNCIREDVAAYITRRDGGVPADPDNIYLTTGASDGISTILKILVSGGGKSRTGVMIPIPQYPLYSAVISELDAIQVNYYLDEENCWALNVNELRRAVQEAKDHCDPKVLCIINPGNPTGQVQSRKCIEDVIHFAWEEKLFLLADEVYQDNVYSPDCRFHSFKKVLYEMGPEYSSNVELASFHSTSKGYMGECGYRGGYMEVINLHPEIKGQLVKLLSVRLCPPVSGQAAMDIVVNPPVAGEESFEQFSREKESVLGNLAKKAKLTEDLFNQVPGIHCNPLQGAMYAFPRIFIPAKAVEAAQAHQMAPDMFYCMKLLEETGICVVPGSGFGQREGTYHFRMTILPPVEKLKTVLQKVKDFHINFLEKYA
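Inhibition is scored from Amplex Red fluorescence generated when pyruvate oxidase and HRP act on pyruvate released by GPT2. Reactions contain 10ng/uL enzyme, 250uM a-KG and 2mM L-alanine and run 30 min at room temperature.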
3T3 cytotox = Cytotoxic Profiling in NIH 3T3 Cell Line of Diverse Libraries Using Quantitative High-Throughput Screening; Potency, µM (top dose mostly 96.7 µM), for the others: at the top dose activity change, negative = cytotoxicity, hits mostly inhibitors; NIH 3T3 viability, CellTiter-Glo ATP luminescence, 48-72 h; hit rate 4.3% among 94,000; further: potency means the concentration at half of the fitted maximal effect; nearly all actives have a fitted effect of over 55% in size
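Viability of NIH 3T3 cells after 48 or 72 hr compound treatment at 37 °C was assessed by CellTiter-Glo, with luminescence imaged following a 10 min room-temperature step.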
HEK293 tox = Cytotoxic Profiling in HEK 293 Cell Line of Diverse Libraries Using Quantitative High-Throughput Screening | HEK 293 viability, ATP luminescence (CellTiter-Glo), 48-72 h | Potency, µM (doses to about 115 µM), for inactives: at the highest dose activity change, negative = cytotoxicity, hits mostly inhibitors | hit rate 6.6% among 94,000; further: potency means the concentration at half of the fitted maximal effect; nearly all actives have a fitted effect of over 60% in size
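HEK 293 cells at 250 cells/well were exposed to compounds by pintool transfer for 48 or 72 hr at 37 degree Celsius, 5% CO2. Viability was read as ATP-coupled luminescence with CellTiter-Glo after 10 min at room temperature.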
Active calls of the source: *; i = inactive; ? = inconclusive; · = no result given; [ ] = another dose, or the depositor's remark. Unless noted, the call rests on the fitted dose curve; in most records, active means well fitted curve in the direction sought with a large enough effect; inconclusive means small, poorly fitted or top-dose-only effect, or another doubt; inactive means no such curve, though single readings can be large; an effect the other way counts as inactive or inconclusive. Unless noted, on the % scale 0 is the no-effect control and ±100 the full control effect.

The line under a structure holds: FLuc inh	GPT2 inhibitor	3T3 cytotox	SNCA expr inhib	SNCA viab count	HEK293 tox	IP6K1 inhibitor
COc1ccc(N2CCN(C(=O)CN3C(=O)NC4(CCCCC4)C3=O)CC2)cc1
  -2%	?	-9%	1%	0%	2%	17
Cc1coc2c(C)c3oc(=O)c(CCC(=O)NCCc4ccccc4F)c(C)c3cc12
  ·	·	·	37%[activator]	1%	·	-11
C[C@@]12CO[C@@H](CNC(=O)C3CCCC3)O[C@@H]1CC[C@]1(C)[C@@H]2CC[C@@H](O)[C@H]1CC(=O)NCc1ccc(F)cc1
  0%	2%	?	20%	3%	?	-4
O=C(NCc1ccco1)NC1CC(=O)N(CCCc2ccccc2)C1 (configuration not stated)
  -6%	i	-6%	-22%	7%	-1%	3
COC[C@@H]1CN(Cc2ccc(C)cn2)C[C@H]1C(=O)N(C)C
  1%	i	-17%	-7%	7%	-22%	11
Cc1ccc(C2Cn3nnc(C(=O)N4CCC(C(=O)Nc5cccc(Cl)c5)CC4)c3CO2)cc1 (configuration not stated)
  28µM*	i	?	82%[activator]	-1%	40µM*	4
Cc1ccc(CS(=O)(=O)N[C@@H]2CN(c3ncccn3)C[C@H]2CN(C)C)cc1
  ?	-9%	i	2%	-4%	2%	4
Cc1cccc(N2CCN(C(=O)Cn3ncc4c3-c3ccccc3OC4)CC2)c1C
  ·	·	·	?	4%	·	14
COc1cc(C(=O)N2CCN(CCc3ccncc3)CC2)cc(OC)c1OC
  ·	·	·	?	7%	·	-3
CCN(C(=O)CSc1nc2ccccc2nc1Cc1cccc(OC)c1)c1cccc(C)c1
  ·	·	·	?	?	·	0
O=S(=O)(c1cccc2nsnc12)N1CCCC(c2nc(CCOCC3CC3)no2)C1 (configuration not stated)
  ·	2%	-12%	-23%	?	-6%	4
Cc1ccc2oc3c(c(=O)c2c1)C(c1ccc(O)cc1)N(c1nc(C)c(C)s1)C3=O (configuration not stated)
  ·	·	·	-8%	11%	·	6
O=C(c1ccccc1)N1CCCn2cc(-c3ccc4c(c3)OCO4)nc21
  ?	i	4%	77%[activator]	?	?	-6
O=C(Cc1ccc(F)cc1)N1CCC(N2CC3CCCN3C2=O)CC1 (configuration not stated)
  -5%	i	-14%	23%	1%	-19%	11
CN(C)c1cccc(-c2cc3c(cn2)CN(Cc2ccncc2)CCN3)c1
  ?	i	?	40%[activator][87.6 µM]	-21%[87.6 µM]	?	-17
O=C(CCc1nc2ccccc2[nH]1)N1C[C@@H](CO)[C@H](c2ccccn2)C1
  -6%	i	-9%	-5%	-5%	-7%	6
COc1cccc(C(=O)NC2CCN(C(=O)c3ccc(-c4cccc(OC)c4)cc3)CC2)c1
  ·	2%	?	-1%	0%[12.5 µM]	?	5
COc1cc(C(=O)NCC(c2ccc(N(C)C)cc2)N2CCCC2)cc(OC)c1OC (configuration not stated)
  ·	·	·	-11%	-16%	·	0
CC(C)CCN1CCc2nc(C3CC3)nc(-c3ccc(O)cc3)c2C1
  ·	-19%	-11%	-8%	-9%	?	12
Cc1nc(N2CCC(NC(=O)COc3ccccc3)CC2)cc(C(F)(F)F)n1
  0%	i	-26%	-24%	-6%	?	7
O=C(Nc1ccc(F)cc1)c1nc(SCc2ccccc2F)ncc1Cl
  ·	·	·	-2%	6%	·	-15
CCc1ccc(C(=O)Nc2ccc3c(N4CCOCC4)ncnc3c2)cc1
  10µM*	-6%	8.9µM*	2%	-24%	?	1
COc1cccc(CC(=O)N2CCCCCCNC(=O)CC2)c1
  0%	-1%	-11%	-45%	-1%	3%	2
COc1ccc(C)cc1NC(=O)Cn1c(N2CCc3ccccc3C2)nc(C)cc1=O
  5%	i	-4%	-11%	-3%	-1%	11
COc1ccc(CNC(=O)CSc2nnc(C)c3c(C)n(-c4ccccc4)nc23)c(OC)c1
  ·	·	·	-17%	-6%	·	14
COCCNC(=O)C[C@@H]1C[C@H]2O[C@H](CNC3CCCCC3)[C@@H](O)[C@H]2O1
  3%[172 µM]	-13%[88.5 µM]	i	25%[87.6 µM]	-6%[87.6 µM]	2%[172 µM]	0
COc1ccc2c(=O)n(CC(=O)N(C)CCc3cnn(C)c3)ccc2c1OC
  3%	0%	0%	4%	0%	-3%	7
CCOC(=O)C(Cc1cccc(N2CCN(C(=O)c3ccccc3Cl)CC2)c1)OC (configuration not stated)
  ·	·	?	·	·	?	5
CCOC(=O)C(Cc1cc(N2CCN(S(=O)(=O)c3c(Cl)cccc3Cl)CC2)ccc1Cl)OC (configuration not stated)
  ·	·	?	·	·	?	27
CC(C)CCNc1ccc2nncn2n1
  -10%	i	-33%	23%	3%	-10%	0
O=C(NCC1CCN(c2cc(-c3ccc(F)cc3)[nH]n2)CC1)c1ccc[nH]c1=O
  8%	-16%	-12%	-21%	-15%	-2%	11
CCc1ncn2ccn(Cc3ccccc3F)c(=O)c12
  -5%	-3%	-8%	71%[activator]	-2%	-7%	18
COc1ccc(CCNC(=O)CCCCn2c(=O)c3ccccc3n(Cc3ccc(F)cc3Cl)c2=O)cc1OC
  ·	·	·	9%	-22%	·	13
COc1ccc(CN2CCOc3nc(-c4ccc(F)cc4F)ncc3C2=O)cc1
  -23%[172 µM]	-2%[88.5 µM]	?	39%[activator][87.6 µM]	-7%[87.6 µM]	?	5
CCc1ccc(OCC(=O)N(Cc2ccc(Cl)cc2)C2CCS(=O)(=O)C2)cc1 (configuration not stated)
  ·	·	·	-16%	-4%	·	25
Cn1ccn2ncc(C(=O)N3CCC(N4CCCC(C(=O)N5CCCC5)C4)CC3)c12 (configuration not stated)
  -19%	i	4%	22%	10%	i	-8
O=C(C1CC1)N1CCn2c(nn(-c3ccc(F)cc3)c2=O)C1
  -8%[172 µM]	1%[88.5 µM]	-29%[138 µM]	33%[activator][87.6 µM]	-6%[87.6 µM]	?	13
CCc1nc2c(=O)n(CC(=O)NCc3ccc(Cl)cc3)nc(C)c2s1
  -11%	i	0%	-29%	-15%	-3%	7
O=C(NCCn1ccn2nc(-c3ccc(F)cc3)cc2c1=O)c1ccc(F)cc1
  -4%	-10%	-8%	3%	5%	?	4
CCOC(=O)c1ccc(NC(=O)c2cc3c(n(-c4ccc(C)cc4)c2=O)CC(C)(C)CC3=O)cc1
  ·	·	·	-14%	?	·	-1
CCOc1ccccc1NC(=O)C(=O)c1cc(C)n(-c2ccc(F)cc2)c1C
  ·	·	·	46%[activator]	?	·	1
O=C(O)c1cccnc1CN1CCCC(c2nc(-c3ccccc3)no2)C1 (configuration not stated)
  -18%	i	-10%	5%	3%	-28%	21
O=C(Cn1nc2c(cc1=O)CCCC2)NC1CCN(C(=O)c2cc3ccccc3[nH]2)CC1
  -6%	i	?	?	-6%	4%	23
Cc1ccc2c(Br)cc(Br)c(O)c2n1
  ·	?	·	-44%[25.6 µM]	-20%[23.9 µM]	·	15
CCN(Cc1ccccc1)C(=O)c1sc2nc3n(c(=O)c2c1C)CCCC3
  ·	·	·	119%[activator]	6%	·	-9
Cc1ccc2c(c1)nc1n2[C@@H](CNC(=O)c2ccccn2)COC1
  -2%[172 µM]	-7%[88.5 µM]	-7%[138 µM]	3%[87.6 µM]	1%[87.6 µM]	-2%[172 µM]	-13
O=S(=O)(c1ccc2c(c1)CCC2)N1CCCC1c1nncn1C1CCCC1 (configuration not stated)
  ·	-11%	-17%	-5%	-6%	-3%	14
CCn1cc(C(=O)N2CCN(c3ccccc3)CC2)c(=O)c2cc(S(=O)(=O)N3CCCC3)ccc21
  ·	·	·	115%[activator]	7%	·	5
CCOc1ccccc1NC(=O)CC1CCCN(c2cn[nH]c(=O)c2)C1 (configuration not stated)
  -5%	-1%	i	-7%	3%	9%	14
CCCCNc1nc2c(c(=O)n(C)c(=O)n2C)n1CC(O)COc1ccccc1C (configuration not stated)
  ·	·	·	-4%	-26%	·	-11
CC(=O)c1sc(N2C(=O)c3oc4ccccc4c(=O)c3C2c2ccc(C)cc2)nc1C (configuration not stated)
  ·	·	·	25%	10%	·	-19
Cn1c(SCC(N)=O)nc2c([nH]c3ccccc32)c1=O
  ·	·	·	12%	4%	·	23
COc1ccc(N2CCN(C(CNC(=O)c3ccc(OC)c(OC)c3)c3cccnc3)CC2)cc1 (configuration not stated)
  ·	·	·	14%	-4%	·	35
Cn1c(=O)c(=O)n(C)c2cc(N3CCCC3)c(NC(=O)c3ccccc3F)cc21
  ·	·	·	24%	6%	·	-1
COc1cccc(NC[C@@H](O)Cn2c3ccc(Br)cc3c3cc(Br)ccc32)c1
  ·	i	·	·	-15%	·	6
O=c1c2c(CO)c(-c3ccccc3)nn2ccn1Cc1ccc(Br)cc1
  -8%	-9%	-30%	4%	-7%	?	6
N#Cc1cccc(NC(=O)N[C@H]2CO[C@H]3[C@@H]2OC[C@@H]3Nc2nccc(-c3cccc(F)c3)n2)c1
  -23%	-2%	?	-19%	-9%	?	-11
CCc1noc(-c2ccn3c(CNC(=O)c4cc(Cl)ccc4OC)nnc3c2)n1
  8%	i	i	3%	-8%	i	20
CC(=O)Nc1cccc(-c2cn(C)c(=O)n3cc(CN4CCNC(=O)C4)nc23)c1
  5%[172 µM]	1%[88.5 µM]	?	-27%[87.6 µM]	-3%[87.6 µM]	i	-7
c1ccc2c(c1)CCCN2CCCNc1ncncn1
  8%	-4%[11.5 µM]	?	9%	7%	?	2
COc1ccc2cc(CN3CCC(N(C)C)C3)c(-c3cccc(C)c3)nc2c1 (configuration not stated)
  3%	?	-28%	16%	-6%	?	29
CC(C)(C)NC(=O)N1CC[C@H]2C(=O)NCCCCCN(Cc3cccnc3)[C@@H]2C1
  -3%	i	-9%	-2%	-1%	0%	1

3 records picked at random from the list so far, as already listed:
The line under a structure holds: FLuc inh	GPT2 inhibitor	3T3 cytotox	SNCA expr inhib	SNCA viab count	HEK293 tox	IP6K1 inhibitor
CC(=O)c1sc(N2C(=O)c3oc4ccccc4c(=O)c3C2c2ccc(C)cc2)nc1C (configuration not stated)
  ·	·	·	25%	10%	·	-19
Cc1ccc2c(c1)nc1n2[C@@H](CNC(=O)c2ccccn2)COC1
  -2%[172 µM]	-7%[88.5 µM]	-7%[138 µM]	3%[87.6 µM]	1%[87.6 µM]	-2%[172 µM]	-13
COc1ccc(CN2CCOc3nc(-c4ccc(F)cc4F)ncc3C2=O)cc1
  -23%[172 µM]	-2%[88.5 µM]	?	39%[activator][87.6 µM]	-7%[87.6 µM]	?	5
